# DNA Pol III inh = DNA polymerase III holoenzyme inhibition | reconstituted DNA polymerase III holoenzyme replication, biochemical | Potency, µM (top dose mostly 57.1 µM), inactives show at the highest dose activity change, negative = inhibition | actives 0.25% (n = 71,000) | AID 603; further: potency means the concentration at half of the fitted maximal effect; on the % scale 0 is the no-effect control and ±100 the full control effect
#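 Reconstituted *E. coli* holoenzyme (0.35 nM Pol III, 1 nM beta, 154 nM SSB, 2 nM primase) was preincubated with compound for 15 min at RT. Synthesis on 1.4 nM ssM13Gori ran 35 min, then was stopped with PicoGreen/EDTA and read as dsDNA fluorescence.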
# Hsp90 Hop PPI = changes Hsp90-Hop TPR2A binding signal, up or down; AlphaScreen TPR2A-His6 binding biotin-Hsp90 C-terminal peptide; Potency, µM (highest dose often 57 µM), inactives show at the top dose activity change, negative = inhibition; actives 0.44% (n = 71,000); active means well fitted curve in either direction with a large enough effect; inconclusive means small, poorly fitted or top-dose-only effect, or another doubt; further: potency means the concentration at half of the fitted maximal effect; on the % scale 0 is the no-effect control and ±100 the full control effect; many of its hits are not listed in these tables
# Texas Red fluor = compounds fluorescent in Texas Red spectral region; actives 0.06% (n = 59,000); Compound fluorescence, Texas Red channel, 547/618 nm; stronger effect = higher value; max dye-equivalent concentration, M; in the data active means max dye-equivalent concentration above about 10 nM; inconclusive means between about 1.1 nM and that limit
#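 Pin-transferred compounds and Texas Red standards go into 100 mM Tris buffer, pH 8.0. After 15 min at room temperature, plates are imaged with 547/618 nm filters. Each value is a dye-equivalent concentration derived from the per-plate dye curve.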
# Rhodamine autofl = compound fluoresces in the rhodamine spectral region. Rhodamine-region fluorescence, 547/598 nm, Tris buffer; stronger effect = higher value. max dye-equivalent concentration, M. actives 0.05% (n = 59,000); in the data active means max dye-equivalent concentration above about 11 nM; inconclusive means between about 1.1 nM and that limit
#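 Read-out is relative fluorescence at 547 nm excitation and 598 nm emission, expressed as dye-equivalent concentration using rhodamine standards on every plate. Each compound was profiled across a concentration series after 15 min in 100 mM Tris, pH 8.0.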
# ALOX15 inhib = 15-hLO (ALOX15) enzyme inhibition. P16050. purified 15hLO-1, xylenol orange hydroperoxide absorbance. Potency, µM (series often up to 57.1 µM), for the others: top-dose activity change, negative = inhibition, most hits filed as inhibitors. actives 1.4% (n = 74,000); further: potency means the concentration at half of the fitted maximal effect; on the % scale 0 is the no-effect control and ±100 the full control effect; nearly all actives have a fitted effect of over 55% in size
# Target sequence (P16050 whole entry, looked up): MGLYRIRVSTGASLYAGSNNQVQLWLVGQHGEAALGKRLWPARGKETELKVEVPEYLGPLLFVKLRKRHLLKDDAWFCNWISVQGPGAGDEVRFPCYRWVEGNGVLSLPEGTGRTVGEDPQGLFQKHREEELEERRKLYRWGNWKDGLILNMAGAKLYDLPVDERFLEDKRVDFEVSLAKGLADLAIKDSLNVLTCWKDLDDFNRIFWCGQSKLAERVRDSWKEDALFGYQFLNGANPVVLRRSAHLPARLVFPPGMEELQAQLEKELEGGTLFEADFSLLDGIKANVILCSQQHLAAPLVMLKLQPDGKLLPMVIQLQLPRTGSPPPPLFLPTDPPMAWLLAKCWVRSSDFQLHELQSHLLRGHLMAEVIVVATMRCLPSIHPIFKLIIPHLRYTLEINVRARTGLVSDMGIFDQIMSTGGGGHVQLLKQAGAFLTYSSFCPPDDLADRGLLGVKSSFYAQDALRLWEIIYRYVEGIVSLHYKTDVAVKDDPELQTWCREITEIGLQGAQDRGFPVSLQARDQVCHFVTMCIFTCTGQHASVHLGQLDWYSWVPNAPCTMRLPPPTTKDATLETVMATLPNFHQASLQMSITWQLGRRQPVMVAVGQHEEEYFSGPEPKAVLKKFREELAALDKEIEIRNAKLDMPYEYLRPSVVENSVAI
#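 Inhibition is scored from a chromogenic endpoint. After 15 min enzyme-compound contact, arachidonic acid (50 uM final) reacts 6 min with 40 nM 15hLO-1 at room temperature, then Fe-XO reagent is added for 30 min and absorbance ratio recorded.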
# HBB splice mod = alters splicing of the hemoglobin beta chain; actives 0.06% (n = 65,000); Potency, µM (highest dose often 46.1 µM), inactives show top-dose activation, actives largely listed as activators; HBB splicing reporter cell assay, activation; EGFP reporter with mutant IVS2-654 intron; response scale: normalised to 500 nM splice-correcting PNA; further: potency means the concentration at half of the fitted maximal effect; 0% is about no effect
#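 Compounds were applied for 2 days to HeLa EGFP-654 cells, 500/well in Optimem with 2% FCS. The reporter's EGFP is disrupted by mis-splicing of beta-globin intron IVS2-654. Readout: summed well GFP fluorescence from 488 nm laser scanning; reference was 500 nM antisense […] 654 PNA.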
# 4MU fluor = compounds fluorescent in 4-MU spectral region; max dye-equivalent concentration, M; AID 589; compound autofluorescence, 340/450 nm, 4-MU equivalents; stronger effect = higher value; actives 11% (n = 59,000); in the data active means max dye-equivalent concentration above about 10 nM; inconclusive means mostly about 1.1 nM to 9.6 nM
#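 Compounds in 100 mM Tris, pH 8.0, incubated 15 min at room temperature, then fluorescence read at 340 nm excitation/450 nm emission. Signal converted to 4-MU dye-equivalent concentration using an on-plate six-point 4-MU standard curve.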
# HADH2 inh = inhibitors of human HADH2 dehydrogenase; Q99714; recombinant HADH2, NADH fluorescence, beta-hydroxybutyryl-CoA; Potency, µM (titrated, usually from 57.1 µM), without a hit: top-dose activity change, negative = inhibition, actives largely listed as inhibitors; actives 3.4% (n = 73,000); AID 886; further: potency means the concentration at half of the fitted maximal effect; on the % scale 0 is the no-effect control and ±100 the full control effect; nearly all actives have a fitted effect of over 60% in size; many of its hits are not listed in these tables
# Target sequence (Q99714 whole entry, looked up, one chain of several): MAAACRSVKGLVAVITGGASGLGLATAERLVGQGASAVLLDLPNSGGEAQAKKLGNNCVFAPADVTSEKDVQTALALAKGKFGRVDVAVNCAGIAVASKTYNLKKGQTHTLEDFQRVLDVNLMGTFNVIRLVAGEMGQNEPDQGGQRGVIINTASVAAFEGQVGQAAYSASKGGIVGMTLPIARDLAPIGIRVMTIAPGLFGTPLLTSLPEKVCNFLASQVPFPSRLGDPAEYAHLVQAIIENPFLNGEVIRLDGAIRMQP
#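 Buffer 100 mM Tris-HCl pH 9.0/0.01% Tween-20; HADH2 20 nM; NAD+ 1 mM; beta-hydroxybutyryl-CoA 90 uM (all final). 15 min cpd preincubation, RT.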
# Ub-GFP proteasome = ubiquitin-GFP accumulation via proteasome inhibition; 67,000 tested, under 10 active; Potency, µM (series often up to 45.9 µM), inactives show at the highest dose activation (GFP accumulation), usual class: activators; Ubiquitin-GFP reporter cells, proteasome inhibition, GFP fluorescence; response scale: untreated = 0%, 10 µM MG-132 = 100%; active means well fitted activation curve with a large enough effect, not every such curve was filed as active; inconclusive means small, poorly fitted or top-dose-only effect, or another doubt; inactive means no such curve, though single readings can be large or run the other way; further: potency means the concentration at half of the fitted maximal effect
#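 GFP accumulation read-out: laser plate cytometry counting ubiquitin(G76V)-GFP-expressing U2OS cells after 4 hr compound exposure at 37 °C. Titrations spanned 46 uM to 2.9 nM; 0% = basal, 100% = 10 uM MG-132; concentration-response curves fitted.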
# Epigenetic mod = epigenetic modulators derepressing GFP locus in mouse cells. mouse C127i GFP locus derepression, cytometry, 30 h. Potency, µM (doses to about 46.1 µM), inactives show at the highest dose GFP derepression (activation). actives 0.09% (n = 68,000); further: % of control where 0% means no effect
#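 Locus derepression in mouse mammary C127i cells whose integrated CMV-GFP reporter is normally silent; GFP expression after 30 h compound treatment was quantified by counting fluorescent cells.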
# Fluorescein autfl = compound fluoresces in the fluorescein spectral region. AID 593. actives 0.91% (n = 59,000). max fluorescein-equivalent concentration, M. Compound autofluorescence, 480/540 nm, fluorescein-equivalent; stronger effect = higher value; in the data active means max fluorescein-equivalent concentration above about 10 nM; inconclusive means between about 1.1 nM and that limit
#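 First, buffer (100 mM Tris, pH 8.0) dispensed; second, compounds and fluorescein standards pinned in; third, 15 min room-temperature incubation; finally, imaging at ex 480 nm/em 540 nm. Fluorescence normalized against the six-point fluorescein curve.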
# Starred values were filed as active, the others as inactive; i = inactive; ? = inconclusive; nt = no result given; [ ] = remark or other dose. Unless noted, the call rests on the fitted dose curve; in most records, active means well fitted curve in the direction sought with a large enough effect; inconclusive means small, poorly fitted or top-dose-only effect, or another doubt; inactive means no such curve, though single readings can be large; an effect the other way counts as inactive or inconclusive. A portion of the library, so the mix of outcomes need not match the whole.
SMILES,DNA Pol III inh,Hsp90 Hop PPI,Texas Red fluor,Rhodamine autofl,ALOX15 inhib,HBB splice mod,4MU fluor,HADH2 inh,Ub-GFP proteasome,Epigenetic mod,Fluorescein autfl
Cc1cc(NC(=O)C2CC2)ncc1NC(=O)C12CC3CC(CC(C3)C1)C2,-5%,-1%,i,i,5%,0.9%[57.5 µM],i,18%,-2%,0%,i
OCC(CBr)(CBr)CBr,-4%,4%,nt,nt,-6%,-0.4%,nt,-10%,nt,nt,nt
C=C(C)c1cccc(C(C)(C)NC(=O)N2CCCC(C(N)=O)C2)c1 (stereo unspecified),-7%,-4%,i,i,7%,0.4%,i,2%,-1%,3%,i
COC(=O)c1ccc(CSc2nc(C(F)(F)F)c3c(c2C#N)CCC3)o1,-8%,3%,i,i,20µM*,2.4%,2.6e-08M*,?,-1%,2%,?
O=C(COc1ccc(S(=O)(=O)NC2CCCCC2)cc1Cl)NCC1CCCO1 (stereo unspecified),3%,-4%,?,i,-3%,-4.9%,i,5%,0%,0%,i
Cc1cc(C)c(C#N)c(Nc2ccc3c(c2)OCCO3)n1,-4%,-1%,nt,nt,-5%,-1.0%,nt,?,-9%,nt,nt
C=CCSc1nc2c(c(=O)n(C)c(=O)n2C)n1CC,6%,0%,?,i,-1%,-3.7%,i,1%,-5%,1%,?
COc1cccc(Cn2c(=O)c(C)nc3cnc(Nc4ccccc4)nc32)c1,-9%,-3%,i,i,1%,0.1%,i,9%,4%,8%[9.22 µM],i
CCCC(=O)Nc1ccc(N2CCOCC2)cc1,-3%,5%,i,i,-4%,-0.7%,i,-10%,11%,2%,i
O=C(c1ccccc1NS(=O)(=O)c1ccc(Br)s1)N1CCOCC1,-2%,-8%,i,i,5%,-0.2%,i,-4%,-10%,6%,i
COc1cccc(NC(=O)Cn2nnc(C(=O)Nc3ccccc3)c2N)c1,-6%,-3%,i,i,-6%,-1.7%,i,7%,1%,-2%,i
Cn1c2ccc(Cl)cc2c2nc3ccccc3nc21,-15%,?,nt,nt,-17%,1.1%,nt,0%,-3%,-2%,nt
CC(C)(C)NC(=O)CSc1nccn1Cc1ccccc1,-3%,-3%,nt,nt,1%,-1.0%[9.22 µM],nt,-7%,15%,4%,nt
CC(C)C(=O)Nc1ccc(C(=O)NCc2cccnc2)cc1,3%,-6%,i,i,4%,nt,i,-3%,-2%,1%,i
CCOC(=O)Cc1csc(/C(=N/O)C(N)=O)n1,-7%,-23%,i,i,24%,-0.3%[57.5 µM],i,-10%,3%,0%,i
CCOC(=O)N1CCC(NC(=O)CNS(=O)(=O)c2ccc(Br)s2)CC1,2%,4%,?,i,5%,-3.4%,i,1%,2%,4%,i
Cc1cc(=O)[nH]c(SCC(=O)Nc2ccc(S(=O)(=O)N3CCCCC3)cc2)n1,-2%,-1%,i,i,-1%,-0.9%,i,?,2%,0%,?
CCOC(=O)N1CCC(N2C(=O)c3ccc(C(=O)NCc4ccc(F)cc4)cc3C2=O)CC1,-4%,-4%,nt,nt,-7%,0.6%,nt,-13%,5%,7%,nt
COc1ccc(Oc2ncc3nc(-c4ccc(F)cc4)c(=O)n(Cc4cccs4)c3n2)cc1,-10%,-3%,?,i,1%,2.8%,i,-3%,-5%,8%[9.22 µM],i
COC(=O)C1=C(N)OC2=C(C(=O)CC(C)(C)C2)C1c1cccs1 (stereo unspecified),2%[11.4 µM],-5%[11 µM],nt,nt,-2%[11.4 µM],-0.3%[0.0738 µM],nt,-3%[11.4 µM],15%[9.17 µM],-5%,nt
CCOc1ccc(CNc2ccc(N3CCCC3)cc2)cc1,-7%,?,?,i,3.2µM*,-0.8%,i,-7%,-5%,-2%,i
O=S(=O)(NCCc1ccccc1)c1ccc(S(=O)(=O)N2CCCCC2)cc1,-5%,-4%,i,i,-6%,3.5%,i,-5%,-5%,0%,?
CCCn1c(SCC(=O)c2ccc3c(c2)OCCO3)nnc1-c1ccco1,-2%,-4%,i,i,-18%,nt,i,14%,-1%,-3%,?
CCn1c(=O)cc(OCC(=O)N(C)C2CCCCC2)c2ccccc21,-4%,-1%,i,i,1%,-2.6%,i,-7%,22%,-1%,i

# 3 entries out of the list above, arranged by the value under ALOX15 inhib, descending.
SMILES	DNA Pol III inh	Hsp90 Hop PPI	Texas Red fluor	Rhodamine autofl	ALOX15 inhib	4MU fluor	HADH2 inh	Ub-GFP proteasome
O=C(c1ccccc1NS(=O)(=O)c1ccc(Br)s1)N1CCOCC1	-2%	-8%	i	i	5%	i	-4%	-10%
CC(C)C(=O)Nc1ccc(C(=O)NCc2cccnc2)cc1	3%	-6%	i	i	4%	i	-3%	-2%
Cn1c2ccc(Cl)cc2c2nc3ccccc3nc21	-15%	?	nt	nt	-17%	nt	0%	-3%

# Additional compounds follow.
SMILES,DNA Pol III inh,Hsp90 Hop PPI,Texas Red fluor,Rhodamine autofl,ALOX15 inhib,HBB splice mod,4MU fluor,HADH2 inh,Ub-GFP proteasome,Epigenetic mod,Fluorescein autfl
Cc1cc(NC(=O)C2CCN(S(=O)(=O)c3cnc[nH]3)CC2)ccc1Br,3%,?,i,i,-8%,-1.8%,i,2%,-8%,2%,i
O=CN1CCN(C2CC(=O)N(c3ccc4c(c3)OCO4)C2=O)CC1 (stereo unspecified),-3%,-3%,i,i,4%,3.0%,i,-7%,-6%,0%,i
CCOc1cccc(-c2nnc(SCC(=O)Nc3cc(C)ccc3OC)n2N)c1,0%,-1%,i,i,-10%,-0.8%[1.84 µM],i,8%,3%,2%,?
O=C(O)c1ccc(S(=O)(=O)Nc2ccc(F)c(Cl)c2)cc1,1%,3%,i,i,12%,-0.6%[57.5 µM],2.9e-08M*,10%,-4%,0%,i
CC1=C(C(=O)OC2CCCCC2)C(c2ccc(C)o2)C2=C(CC(C)(C)CC2=O)N1 (stereo unspecified),-5%,0%,i,i,0%,-0.3%,3.3e-08M*,123%[activator],-4%,-2%,i
CN(CCc1ccccn1)S(=O)(=O)c1ccc2c3c(cccc13)C(=O)N2,-7%,2%,i,i,2%,0.1%,7.9e-07M*,32µM*,0%,-2%,i
Cc1c(F)cccc1NC(=O)CCC(=O)O,-1%,-4%,i,i,9%,-2.4%,i,3%,-5%,-4%,i
COc1ccc(CNC(=O)c2csnn2)cc1,-8%,-6%,?,i,-9%,-0.7%,i,-8%,7%,-1%,?
Cc1cc(NC(=O)Cn2cnc3c2c(=O)n(C)c(=O)n3C)n(-c2ccccc2)n1,-5%,0%,i,i,8%,-0.4%,i,4%,-3%,-1%,?
Cc1ccccc1CN1CCN(CC(=O)NCc2ccco2)C1=O,2%,-1%,?,i,14%,-4.4%,i,-8%,2%,13%,i
O=C(NC1CCCCCC1)C1CCN(C(=O)Cc2ccccc2)CC1,0%,-4%,nt,nt,2%,0.9%,nt,4%,32%,4%,nt
COCCOC(=O)C1=C(C)NC(=O)NC1c1cn(-c2ccccc2)nc1-c1cccs1 (stereo unspecified),-1%,-4%,i,i,6%,-3.9%,?,4%,-2%,2%,i
Cc1cc(C)n(-c2ncnc3c2oc2ccccc23)n1,-12%,0%,i,i,4%,-0.8%,i,1%,7%,-3%,?
CCOC(=O)c1cc(-c2ccco2)nc2c1c(C)nn2CCC#N,3%,-11%,i,i,?,0.1%[57.5 µM],2.4e-07M*,33%[activator],1%,1%,?
Cc1ccccc1-c1cncnc1NC1CCNCC1,-5%,10%,i,i,8%,0.4%,i,-3%,1%,9%[9.22 µM],i
COc1cc2nc(SCC(=O)NCCc3ccccc3)n(Cc3ccco3)c(=O)c2cc1OC,-3%,-7%,i,i,3%,3.1%[0.369 µM],i,5%,-2%,2%,i
CC(=O)Nc1ccc(S(=O)(=O)Nc2ccc(N3CCOCC3)cc2)cc1,?,-2%,i,i,2%,0.0%[57.5 µM],i,-3%,-4%,1%,i
CCOC(=O)CCCNC(=O)COC(=O)c1cc(C)cc(C)c1,3%,0%,?,i,10%,0.4%,i,2%,2%,0%,?
O=C(c1cnccn1)N1CCC2(CCCN(c3ccccn3)C2)CC1,-5%,-6%,i,i,-1%,1.6%,i,-1%,-8%,-2%[9.22 µM],i
Fc1cccc(NCc2ccoc2)c1,1%[11.4 µM],-2%[11 µM],nt,nt,-12%[11.4 µM],-1.9%[0.0738 µM],nt,-10%[11.4 µM],15%[9.17 µM],2%,nt
Cc1ccc(-n2c(SCC(=O)NCc3ccco3)nc3nc4c(cc3c2=O)COC(C)(C)C4)cc1,nt,nt,i,i,nt,nt,i,nt,nt,-3%[20.6 µM],?
Cc1cc(C)cc(-n2ccnc2SCC(=O)Nc2nccs2)c1,-2%,-13%,i,i,8%,-1.5%,i,3%,8%,-4%,i
